UTI89 phage lysis = protection from phage-mediated lysis, alamar blue read-out – E. coli UTI89, K1F phage, bacterial capsule biogenesis inhibitors (AID 488966); E. coli UTI89 K1F phage lysis, alamar blue, 2 h; higher % means a stronger effect; inhibition, % at 100 µM, or IC50 in µM where a hit was titrated; 340,000 tested, 0.02% active;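 active = phage lysis inhibition, versus mean bacterial control, above a set limit; inconclusive = no clear call, values can overlap the other calls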;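 note: capsule biogenesis inhibitors block K1F phage lysis so surviving cells raise fluorescence; higher fluorescence means more inhibition of phage lysis; actives were called in the ten point dose series up to 300 µM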
GPR35 antagonists = GPR35 antagonists blocking zaprinast-driven arrestin recruitment, primary screen, imaging, U2OS, beta-arrestin-GFP, zaprinast agonist (AID 2058) | U2OS GPR35 beta-arrestin-GFP translocation imaging, zaprinast antagonism; higher % means a stronger effect | one-dose inhibition, % at 10 µM; IC50 in µM for titrated hits | 290,000 tested, 0.052% active;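 active = inhibition of at least 50% with at least 30 cells and total cytoplasm GFP at most 10,000,000; inconclusive = under 30 cells or total GFP of 10,000,000 plus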
KOR beta-arrestin-1 = kappa opioid receptor activators – cell-based, luminescence, uHTS, primary screen (AID 1777). KOR beta-arrestin recruitment, luminescence; higher % means a stronger effect. 280,000 tested, 0.02% active. one-dose activation, % at 10 µM; EC50 in µM for titrated hits; in the data active = activation above about 50%, passing the limit was not always enough; note: a part of the inactive calls stands beside numbers as strong as those of hits
MgcRacGAP inhibition = MgcRacGAP GTPase-activating activity inhibitors, confirmation, biochemical, ADP Hunter fluorescence. one-dose inhibition, % at 30 µM; IC50 in µM for titrated hits. MgcRacGAP-stimulated Rac1 GTP hydrolysis, ADP Hunter fluorescence; higher % means a stronger effect; GST-tagged Rac1 F28L mutant substrate. 340,000 tested, 0.6% active. AID 624330;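 active = first-screen hits whose inhibition reached a set limit at any dose in the follow-up dose series; inconclusive = inhibition above the set first-screen limit but never retested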;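 note: fluorescence reports GDP produced by GAP-driven GTP hydrolysis; strong numbers were not always called active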
GPR55 antagonists = GPR55 antagonists blocking LPI-driven arrestin recruitment, primary screen, imaging, U2OS, beta-arrestin-GFP, LPI agonist (AID 2013) | U2OS GPR55 beta-arrestin-GFP translocation imaging, LPI antagonism; higher % means a stronger effect | inhibition, % at 10 µM; hits with a dose series show IC50 in µM | 290,000 tested, 0.13% active;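 active = spots per cell inhibited over 60%, with over 100 cells counted and total cytoplasm intensity under 500,000; inconclusive = wells with under 100 cells, flagged as likely toxic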;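 note: U2OS cells stably carrying GPR55 and arrestin-GFP stimulated by 5 µM LPI near EC80; imaged beta-arrestin-GFP aggregate spots per cell after agonist stimulation; plate controls were LPI-stimulated DMSO wells for no effect and DMSO wells without LPI for full effect; some results filed as inactive read as strong as hits; confirmed hits need IC50 under 10 µM and bright autofluorescent wells are also inconclusive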
GPR55 beta-arrestin = GPR55 agonists via beta-arrestin recruitment, primary screen, imaging, U2OS cells, beta-arrestin-GFP redistribution (AID 1961); U2OS GPR55 beta-arrestin-GFP redistribution imaging; higher % means a stronger effect; one-dose activation, % at 10 µM; EC50 in µM for titrated hits; 290,000 tested, 0.048% active;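 active = activation above 40% with more than 50 cells counted in the well; inconclusive = wells holding fewer than 50 cells, flagged as toxic or sparse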;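 note: U2OS osteosarcoma cells stably expressing GPR55 and beta-arrestin-GFP; plate controls were DMSO negative control for no effect and LPI positive control for full effect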
NOD1 NF-kB reporter = inhibition of NOD1-driven NF-kB reporter – cell-based, luminescence, uHTS, primary screen (AID 1578); 290,000 tested, 1% active; inhibition, % at 4 µM; hits with a dose series show EC50 in µM; NOD1-driven NF-kB luciferase reporter cells, luminescence; higher % means a stronger effect; in the data active = inhibition mostly above about 36%, no sharp cut-off; inactive = mostly below about 34%;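 note: HEK-293T reporter cells stimulated with the NOD1 agonist gamma-tri-DAP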
NTR1 ag = NTR1-driven beta-arrestin-GFP spot formation – imaging, U2OS cells, high content, primary screen (AID 493036); P30989; agonist mode; activation, % at 20 µM; 330,000 tested, 0.17% active;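 active = activation at or above 40% of the spot to cytoplasm intensity ratio, with at least 20 cells analyzed; inconclusive = wells under 20 cells, flagged as cytotoxic or low count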;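 note: 0% = DMSO without peptide and 100% = 100 nM NTR1 peptide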
Target sequence (P30989 whole entry, looked up): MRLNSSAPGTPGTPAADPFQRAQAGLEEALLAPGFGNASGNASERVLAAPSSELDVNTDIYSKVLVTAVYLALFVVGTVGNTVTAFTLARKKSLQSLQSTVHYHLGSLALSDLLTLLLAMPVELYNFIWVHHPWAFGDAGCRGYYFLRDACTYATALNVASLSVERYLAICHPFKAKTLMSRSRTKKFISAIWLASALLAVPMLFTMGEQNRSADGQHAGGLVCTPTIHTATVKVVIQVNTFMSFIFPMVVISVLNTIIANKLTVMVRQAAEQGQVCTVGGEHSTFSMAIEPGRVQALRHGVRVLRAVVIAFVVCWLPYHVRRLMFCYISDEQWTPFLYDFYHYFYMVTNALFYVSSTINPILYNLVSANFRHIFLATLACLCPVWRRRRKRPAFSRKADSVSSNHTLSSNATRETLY
KOR beta-arrestin-2 = KOR antagonists, beta-arrestin recruitment, cell-based, luminescence, uHTS (AID 1778). KOR beta-arrestin recruitment, luminescence, antagonist mode; higher % means a stronger effect. inhibition, % at 10 µM, or IC50 in µM where a hit was titrated. 290,000 tested, 0.091% active; in the data active = inhibition above about 50%; note: strong numbers were not always called active
NTR1 ag cell count 20 µM = recorded beside NTR1 ag, whose call it bears; cell count; measured here: cell count, cytotoxicity flag
Starred values were filed as active, the others as inactive; ? = inconclusive; nt = not tested or not shown; [ ] = dose if it differs, or a comment.

| entry | Molecule | UTI89 phage lysis | GPR35 antagonists | KOR beta-arrestin-1 | MgcRacGAP inhibition | GPR55 antagonists | GPR55 beta-arrestin | NOD1 NF-kB reporter | NTR1 ag | NTR1 ag cell count 20 µM | KOR beta-arrestin-2 |
| --- | --- | --- | --- | --- | --- | --- | --- | --- | --- | --- | --- |
| 1 | C=CCn1c(SCC(=O)Nc2ccc(C(=O)OC(C)C)cc2)nnc1-c1cccs1 | -0.9% | -5% | 5.4% | -7% | 12% | -0.1% | -20% | 2.3 | 39 | 19% |
| 2 | C#CCOCCOCCOCCNc1nc(N2CCN(C(=O)[C@H](Cc3ccc(O)cc3)n3cc([C@@H](N)C(C)CC)nn3)CC2)nc(N2CCN(C(=O)[C@H](Cc3cc4ccccc4[nH]3)n3cc([C@@H](N)CC(C)C)nn3)CC2)n1 (stereo not given in full) | nt | 68% | 4.7% | nt | 15% | 1.6% | -33% | -0.9 | 114 | -8% |
| 3 | COc1ccc(NS(=O)(=O)c2cccc(C(=O)Nc3ccccc3C(=O)O)c2)cc1 | -0.7% | 2% | 2.8% | 6% | -13% | 0.3% | -21% | 0.6 | 70 | -27% |
| 4 | Cc1ccc(-n2ncc3c(=O)n(CC(=O)N4CCCc5ccccc54)cnc32)cc1C | -0.5% | -1% | -2.8% | 12% | 17% | -0.4% | -11% | nt | nt | -6% |
| 5 | CC(=O)C1=C(C)NC(C)=C(C(C)=O)C1c1cccs1 | 0.4% | -10% | -4.5% | 8% | 2% | -0.1% | -14% | -0.6 | 39 | 10% |
| 6 | Cc1ccc(C)c(NC2=NS(=O)(=O)c3ccccc32)c1 | 0.2% | 4% | -0.4% | 2% | 0% | 0.6% | -20% | -0.5 | 53 | -10% |
| 7 | COc1ccccc1CCNC(=O)c1ccc(Br)s1 | 1.7%[50 µM] | -7% | 12% | 8% | 12% | 0.3% | -42% | -1.1 | 48 | -13% |
| 8 | Cc1cccc(NC(=O)CCCN2C(=O)C(c3ccccc3)Oc3cccnc32)c1C (stereo not given) | 0.1% | -5% | 7.8% | 0% | -10% | 0.3% | 42%* | 3.7 | 53 | -2% |
| 9 | CS(=O)(=O)c1ccc2nc(NC(=O)c3ccco3)sc2c1 | 0.1% | -11% | 1.3% | 6% | -4% | 1.1% | -27% | 1.4 | 70 | -11% |
| 10 | CN(CC1CCCO1)S(=O)(=O)c1ccc(C(=O)Nc2nc(-c3ccccn3)cs2)cc1 (stereo not given) | -0.1% | -10% | -1.8% | 10% | 3% | 0.3% | -14% | 11 | 69 | 20% |
| 11 | CC1CCC(C(C)C)C2=C1C(C#N)(C#N)C(C#N)(C#N)C(c1ccccc1)N2 (stereo not given) | -1.2% | 17% | -4.7% | 12% | -3% | 8.7% | 52% | 3.2 | 47 | -6% |
| 12 | COc1cccc(-n2cc(C(=O)NC(C)C)c3ccccc3c2=O)c1 | 0.3% | -1% | 3.0% | nt | -5% | 0.0% | 4% | 0.9 | 74 | -30% |
| 13 | COc1ccc(CN(Cc2ccc(C(=O)O)cc2)C(=S)Nc2ccccc2F)cc1OC | -0.2% | 5% | -3.4% | -1% | 9% | -0.3% | 27% | 1.1 | 53 | 2% |
| 14 | Cc1ccc(-n2[nH]c(C)c(C=Nc3cc(C)ccn3)c2=O)cc1 | 2.5% | 17% | -7.9% | 9% | 5% | -0.1% | -34% | 0.6 | 99 | 8% |
| 15 | COc1ccc(Cl)cc1S(=O)(=O)N1CCCC(C(=O)N2CCOCC2)C1 (stereo not given) | 1.1% | 4% | 3.8% | 6% | ? | -0.1% | 22% | 0.7 | 44 | 0% |
| 16 | COc1cc(C(=O)Nc2ccc(S(=O)(=O)Nc3cc(C)nc(C)n3)cc2)cc(OC)c1OC | -0.6% | -9% | 0.8% | -11% | -12% | 0.7% | -31% | 1.7 | 42 | -5% |
| 17 | O=C(O)c1cc2nc(-c3ccccc3)cc(-c3ccccc3)n2n1 | -0.5% | -2% | 1.0% | -3% | -1% | 0.3% | 10% | 0.2 | 56 | -13% |
| 18 | COc1ccc(N2CCN(C(=O)c3cn(C)c4ccc(S(=O)(=O)N5CCOCC5)cc4c3=O)CC2)cc1 | 0.1% | 13% | -0.2% | 19% | 1% | -0.2% | -29% | -1.0 | 60 | -19% |
| 19 | CC(C)Cc1nnc(NC(=O)CCNC(=O)c2ccco2)s1 | 0.2% | -6% | -4.5% | 5% | -9% | -0.3% | -30% | -0.6 | 40 | 5% |
| 20 | CC(C)CNC(=O)/C=C/c1cccs1 | 1.2%[50 µM] | 1% | -6.1% | 9% | -10% | -0.3% | -23% | 0.1 | 74 | 12% |
| 21 | CN1C(=O)N(C)C2(c3ccccc3)Nn3c(s/c(=C/c4ccccc4F)c3=O)=NC12c1ccccc1 (stereo not given) | nt | -2% | -1.5% | nt | -10% | -0.1% | -16% | -0.5 | 65 | -2% |
| 22 | Cc1ccc(N(C)C2=NC(=O)CS2)cc1Cl | 0.5% | -4% | 2.2% | 3% | 4% | -0.2% | -14% | -1.5 | 58 | -28%[20 µM] |
| 23 | CC(C)CCN(C(=O)c1csnn1)C(C(=O)NC1CCCCC1)c1ccc(F)cc1 (stereo not given) | -0.2% | 2% | 1.9% | 3% | -5% | 0.5% | 5% | 2.1 | 51 | 8% |
| 24 | CC1=CCC(C(=O)O)(C(=O)N/N=C/c2cccs2)C(c2ccc(Cl)cc2)C1 (stereo not given) | 4.9% | 3% | -1.3% | 7% | 4% | -0.1% | -13% | 2.7 | 89 | -26% |
| 25 | O=C(CCC(=O)N(CC(=O)NC1CCCCC1)c1ccc(F)cc1)Nc1nccs1 | 0.1% | 9% | -2.0% | 8% | 6% | -0.3% | -28% | 9.2 | 53 | 7% |
| 26 | CCOC(=O)C1CCCN(Cc2ccc(OC)c(OCc3ccccc3)c2)C1 (stereo not given) | 0.2% | -5% | -3.1% | 27% | 4% | 0.5% | -5% | 0.9 | 53 | -24%[20 µM] |
| 27 | COc1ccccc1NC(=O)C1=C(C)Nc2nc3ccccc3n2C1c1cccs1 (stereo not given) | 0.4% | -4% | -0.8% | 6% | -12% | -0.2% | -20% | 2.3 | 45 | -46% |
| 28 | COc1ccc2c(C)nc(N/C(N)=N/S(=O)(=O)c3ccc(C)cc3)nc2c1 | -0.8% | 3% | -2.9% | 5% | -3% | 0.6% | 0% | 1.8 | 32 | -27%[20 µM] |
| 29 | CCCc1cc(=O)oc2c(CN3CCN(C)CC3)c(O)c(Cl)cc12 | 0.2% | -2% | -0.7% | 7% | 8% | -0.2% | -3% | -0.3 | 71 | -18% |
| 30 | CC(C(=O)NC1CCCC1)N(Cc1ccco1)C(=O)c1snc(C(=O)NC2CCCC2)c1N (stereo not given) | 0.3% | -10% | 8.4% | 8% | 0% | 0.3% | -1% | 1.7 | 41 | 9% |
| 31 | CN(C)C(CNC(=O)c1ccc(NC(=O)c2cccs2)cc1)c1ccccc1 (stereo not given) | 0.1% | 1% | -0.2% | 5% | 13% | 0.4% | -13% | -0.6 | 46 | -7% |
| 32 | CCC(CC)c1nc(C#N)c(NC(C)c2ccccc2)o1 (stereo not given) | -3.5% | 35% | 2.9% | -4% | 1% | 0.4% | 10% | 1.4 | 68 | -10% |
| 33 | Cn1cc(/C=N\O)nc2c(=O)n(-c3ccccc3)c(=O)nc1-2 | 0.4% | 10% | -9.8% | 9% | 14% | 0.3% | -27% | 1.8 | 40 | -12%[20 µM] |
| 34 | O=C(NCCNC1CCCCC1)c1ccco1 | -0.1% | -5% | 7.1% | 17% | -1% | -0.1% | -37% | 1.8 | 50 | -16% |
| 35 | COc1cc2cc(CN(C(=O)NC3CCCCC3)C3CCCC3)c(=O)[nH]c2cc1OC | 2.5% | -5% | 11% | -4% | -10% | 0.2% | -11% | 0.8 | 52 | 13% |
| 36 | COc1ccc(-c2[nH]ncc2CN2CCN(C(=O)c3cccs3)CC2)c(F)c1 | 0.1% | 34% | 6.9% | 6% | 2% | 0.0% | -20% | 0.3 | 81 | -17% |
| 37 | O=C(Cn1nnc2ccccc2c1=O)N1CCCc2ccccc21 | 1.4% | -8% | 6.0% | 3% | 3% | -0.3% | 5% | 0.1 | 62 | -24% |
| 38 | Cc1ccc(S(=O)(=O)N2CCCC2C(=O)OCc2nc3sc(C)c(C)c3c(=O)[nH]2)cc1 (stereo not given) | -4.9% | -4% | 1.2% | 1% | -15% | -0.1% | 3% | -0.1 | 37 | 7% |
| 39 | Cc1cc(C(=O)COC(=O)C2=NN(c3ccccc3)C(=O)CC2)c(C)n1CC(F)(F)F | -0.8% | -13% | -2.4% | -5% | -3% | -0.4% | -16% | 1.5 | 40 | -5% |
| 40 | Cc1c(NC2(c3nnnn3-c3ccc(Br)cc3)CCCCC2)c(=O)n(-c2ccccc2)n1C | 1.4% | -10% | -1.5% | 0% | -7% | -0.1% | -6% | -0.5 | 83 | 28% |
| 41 | O=C(NC1=NCCS1)c1cc(-c2ccc(-c3ccccc3)cc2)nc2ccccc12 | 0.5% | 4% | 2.6% | 11% | 10% | -0.3% | -38% | -0.6 | 91 | 16% |
| 42 | CCOC(=O)n1c(=O)oc2ccc(Cl)cc21 | 0.1% | -7% | -2.4% | 5% | 7% | -0.1% | -50% | -1.9 | 77 | -27% |
| 43 | COc1ccc(C(=O)NCC(=O)NCC(=O)OCC(=O)c2ccc(Br)cc2)cc1 | 0.1%[50 µM] | 8% | -2.3% | 8% | 6% | 0.3% | -15% | -0.2 | 57 | 9% |
| 44 | CCOC(=O)c1ccccc1NC(=O)/C=C/C(=O)O | 3.2% | -6% | 4.6% | 7% | -1% | -0.2% | -16% | 0.6 | 47 | 15% |
| 45 | Cc1ccc(CSCC2Nc3ccc(C(=O)N4CCN(c5ccc(F)cc5)CC4)cc3NC2=O)cc1 (stereo not given) | 0.5% | 20% | 7.0% | 12% | 1% | -0.2% | 21% | -1.4 | 49 | -4% |
| 46 | Cc1ccc(C#CC(C)(O)C(C)(C)C)cn1 (stereo not given) | 0.2% | 2% | 2.3% | 10% | 11% | 0.3% | -6% | 1.2 | 92 | 10% |
| 47 | COc1ccc(NC(=O)COc2ccccc2)c(OC)c1 | 4.5% | 4% | 3.3% | 2% | -8% | 0.3% | -38% | -3.5 | 50 | -16% |
| 48 | Cc1ccc2c(c1)[C@@H](O)C[C@@H](C)N2N=O | 5.7% | -3% | -2.6% | 6% | -7% | 0.0% | -19% | -2.6 | 67 | -13% |

Bioassay records as filed in PubChem BioAssay.

A portion of the library; count on the stated rates, not on these rows.
